Wnt act: activates Wnt/beta-catenin signaling in a reporter cell assay. activator, plate reader. activation, % at 9.35 µM. actives 1.2% (n = 300,000). AID 743398; in the data active = activation above about 30%, passing the limit was not always enough; inconclusive = no clear call, values can overlap the other calls;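 note: 0% = neutral control wells and 100% = positive control wells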
HTR5A ag: HTR5A agonism, opioid heterodimer counter-screen; HTR5A agonist assay, luminescence, cell-based; activation, % at 9.3 µM; actives 0.61% (n = 340,000); in the data active = activation mostly above about 9.5%, no sharp cut-off; inactive = mostly below about 7.6%;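 note: 0% = cells with vehicle only and 100% = reference agonist; strong numbers were not always called active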
Target sequence (P47898 whole entry, looked up): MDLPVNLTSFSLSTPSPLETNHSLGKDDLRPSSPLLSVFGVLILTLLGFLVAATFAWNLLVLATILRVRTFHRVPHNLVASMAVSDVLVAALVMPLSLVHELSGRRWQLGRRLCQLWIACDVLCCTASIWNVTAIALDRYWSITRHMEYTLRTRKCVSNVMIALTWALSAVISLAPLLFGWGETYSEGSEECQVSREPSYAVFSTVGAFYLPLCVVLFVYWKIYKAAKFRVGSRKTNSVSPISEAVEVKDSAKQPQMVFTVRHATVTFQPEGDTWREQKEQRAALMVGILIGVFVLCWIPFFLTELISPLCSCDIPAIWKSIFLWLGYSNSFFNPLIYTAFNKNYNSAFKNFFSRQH
CDK5 p35 inh: CDK5/p35 (human) kinase inhibition. actives 0.01% (n = 330,000). inhibition, % at 10 µM. Recombinant CDK5/p35, ADP-Glo luminescence, 60 min. Q00535+Q15078. AID 488839;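 active = highest replicate inhibition of at least 50% and at least 75% of replicates reaching 50%; inconclusive = only one of the two criteria met; inactive = both criteria failed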;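 note: plate controls were DMSO neutral control for no effect and GW8510 at 10 µM for full effect; many of its hits are not listed in these tables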
Rtt109 HAT inh: blocks Candida albicans Rtt109/Vps75 acetyltransferase activity | Q5AAJ8 | purified Rtt109/Vps75, ThioGlo CoA-SH fluorescence, 4 h | inhibition, % at 34.9 µM | actives 0.16% (n = 330,000);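 active = inhibition of at least 50% in every replicate; inconclusive = best replicate reaches 50% inhibition but some replicates fall short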
SR-BI DiI inh: blocks mouse SR-BI lipid uptake from DiI-HDL; Q61009; inhibition, % at 12.5 µM; ldlA[mSR-BI] CHO cells, DiI-HDL uptake fluorescence, 3 h; actives 0.96% (n = 320,000);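 active = mean replicate inhibition of at least 70% and a set share of replicates each scoring 70 or more; inconclusive = meets just one of the two criteria; inactive = fails both criteria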;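 note: 0% = median of neutral control wells and 100% = median of positive control wells; values of inactives mirror those of a sister screen read the other way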
Target sequence (Q61009 whole entry, looked up): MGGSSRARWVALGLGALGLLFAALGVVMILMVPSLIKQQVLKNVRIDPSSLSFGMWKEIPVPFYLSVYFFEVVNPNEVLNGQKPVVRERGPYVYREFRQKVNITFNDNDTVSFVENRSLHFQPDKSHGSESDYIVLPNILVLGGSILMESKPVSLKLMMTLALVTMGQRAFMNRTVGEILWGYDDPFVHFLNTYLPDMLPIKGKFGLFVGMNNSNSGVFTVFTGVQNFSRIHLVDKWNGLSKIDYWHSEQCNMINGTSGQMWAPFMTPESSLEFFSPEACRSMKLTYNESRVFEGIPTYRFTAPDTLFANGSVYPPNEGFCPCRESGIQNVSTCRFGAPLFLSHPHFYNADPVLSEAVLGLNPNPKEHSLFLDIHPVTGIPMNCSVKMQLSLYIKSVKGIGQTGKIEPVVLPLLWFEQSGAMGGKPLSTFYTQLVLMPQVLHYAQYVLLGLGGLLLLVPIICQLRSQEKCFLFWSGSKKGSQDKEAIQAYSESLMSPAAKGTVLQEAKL
MITF TRPM1 HTS: increases MITF-driven TRPM1 promoter luciferase signal | activation, % at 12.5 µM | SK-MEL-5 TRPM1-promoter luciferase, 24 h; % of positive control, neutral wells = 0 | actives 0.75% (n = 300,000) | AID 588334;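 active = mean activation of at least 80% with every replicate also reaching 80%; inconclusive = mean reaches 80% but some replicate falls short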;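 note: 0% = neutral control wells and 100% = parthenolide positive control wells; values of inactives mirror those of a sister screen read the other way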
RTF Ca sens act: increases calcium sensitivity of human cardiac regulated thin filaments; IANBD-labeled TnC RTF fluorescence at EC20 calcium; 0% EC20 calcium, 100% full calcium; AID 493008; activation, % at 7.2 µM; P19429+P45379; actives 0.24% (n = 340,000);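 active = activation above the mean over all tested compounds plus 3 SD, cut at about 30% in these data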;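 note: rise in fluorescence read as greater calcium sensitivity of cardiac thin filaments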
PvdQ inh: blocks Pseudomonas aeruginosa PvdQ acylase activity; purified PvdQ acylase, fluorescence plate reader; inhibition, % at 10 µM; actives 0.063% (n = 340,000); in the data active = inhibition above about 30%, passing the limit was not always enough; inconclusive = no clear call, values can overlap the other calls;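 note: 0% = vehicle neutral wells and 100% = reference inhibitor wells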
dFosB activator: activators of mouse delta FosB homodimer | AID 493131 | purified delta FosB, TAMRA-CDK5 oligo fluorescence polarization; percent of positive-control signal above neutral wells | actives 0.99% (n = 340,000) | P13346 | activation, % at 25 µM;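 active = mean activation above about 17%, with every replicate also reaching it, limit read from the data, passing the limit was not always enough; inconclusive = only one of the two conditions met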;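 note: fluorescence polarization rise as delta FosB binds a TAMRA Cdk5 AP-1 oligo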
SR-BI DiI-HDL act: activators of SR-BI mediated HDL lipid uptake | CHO ldlA[mSR-BI] cells, DiI-HDL uptake fluorescence, 3 h; 100 = double the neutral-control signal | AID 504775 | actives 0.096% (n = 320,000) | activation, % at 12.5 µM;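 active = mean replicate activation of at least 60% and every replicate at or above 60%; inconclusive = mean or all-replicate condition met, but not both; inactive = mean below 60% and not all replicates reaching 60%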;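 note: 0% = median plate neutral-control signal and 100% = twice that signal; values of inactives mirror those of a sister screen read the other way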
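Assay system: LDL receptor-deficient CHO ldlA cells overexpressing murine SR-BI / Medium: BSA-supplemented, HEPES-buffered Ham's F12, pH 7.4 / Probe or stimulus: DiI-labelled HDL at 10 µg/mL final / Timing: compound with DiI-HDL co-incubation, 3 h at 37 °C / Technique: bottom-read cell fluorescence after medium removal, ex 550/em 595 nm / Measure: HDL uptake via cellular fluorescence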
* marks the source's active call; other numbers are inactive results; ? = inconclusive; . = not tested or not shown.

SMILES | Wnt act | HTR5A ag | CDK5 p35 inh | Rtt109 HAT inh | SR-BI DiI inh | MITF TRPM1 HTS | RTF Ca sens act | PvdQ inh | dFosB activator | SR-BI DiI-HDL act
COc1cccc(N2CCN(CC(=O)NC3=Nc4ccccc4N=C(C)C3c3ccccc3)CC2)c1 (stereo not drawn) | 0.3 | . | -0.5 | 1.6 | 8.1 | . | . | -8.6 | -7.4 | -8.1
COc1cccc(CNc2ncnc3cc(OC)c(OC)cc23)c1 | -2.7 | -12.1 | -0.5 | -5.0 | 14.2 | -5.0 | -1.5 | 8.7 | 8.3 | -14.2
COc1ccc(NC(=S)NNC(=O)c2cccs2)cc1 | . | -7.1 | -0.4 | -2.2 | -6.6 | 22.1 | -3.1 | 5.5 | -0.9 | 6.6
c1ccc(NC2=NCCN2CCCC2CCCC2)cc1 | -4.2 | 3.3 | -0.5 | 2.4 | -42.0 | 15.3 | -5.4 | 1.8 | -8.2 | 42.0
CCc1ccc(OCC(O)CN2CCN(c3ccc(OC)cc3)CC2)cc1 (stereo not drawn) | -3.2 | -1.6 | -3.5 | 0.5 | 2.8 | 9.2 | 5.2 | -7.2 | -5.2 | -2.8
Cc1ccc(C(C(=O)NCC2CCCO2)N(C(=O)c2snc(C(N)=O)c2N)c2ccc(C(C)C)cc2)o1 (stereo not drawn) | 0.0 | 0.4 | -0.8 | -11.0 | . | -9.5 | -0.2 | -5.7 | -13.4 | .
CCOc1ccc(NS(=O)(=O)c2ccc(C(=O)N(C)CC(=O)Nc3ccccc3Br)cc2)cc1 | -2.1 | -3.0 | -4.5 | 6.6 | 10.9 | -2.3 | -4.6 | -8.3 | -19.1 | -10.9
CCOc1cccc2sc(NC(=O)CC)nc12 | -2.4 | -3.1 | -0.5 | 2.0 | 14.2 | 5.0 | 1.7 | 1.4 | 0.2 | -14.2
COc1cc(C(C)=O)ccc1OCC(O)CN1CCN(c2ccc(C)cc2C)CC1 (stereo not drawn) | -0.9 | -1.5 | 1.1 | 0.8 | 20.4 | 1.7 | 6.0 | -15.7 | -10.3 | -20.4
NS(=O)(=O)c1ccc(CCNCc2ccccc2OCc2ccc(Cl)cc2)cc1 | 0.3 | 2.3 | 0.3 | 16.7 | -15.2 | -2.9 | -7.8 | -1.9 | -1.1 | 15.2
Cc1cc(C)cc(C(=O)NC(=S)Nc2ccc(-c3cc4ccccc4oc3=O)cc2)c1 | -11.2 | -4.6 | 0.3 | -1.3 | 35.2 | -57.8 | 5.4 | -11.5 | 2.6 | -35.2
O=c1[nH]c2ccccc2n1C1=CCCC1 | . | 1.5 | 1.5 | -2.7 | -13.0 | 7.9 | -4.5 | -0.1 | 3.7 | 13.0
COc1ccc(C2CC(c3ccco3)n3ncnc3N2)cc1 (stereo not drawn) | -1.8 | -2.6 | 2.7 | 1.6 | -12.8 | 0.0 | 5.8 | 6.0 | -3.1 | 12.8
Cc1c(C(=O)N2CCCCC2C)sc2ncnc(N3CCc4ccccc4C3)c12 (stereo not drawn) | -9.6 | -4.9 | 0.2 | . | 22.9 | -5.5 | -3.7 | 1.1 | -10.1 | -22.9
CCc1c(C)sc(NC(=O)c2cc(C)no2)c1C#N | 4.7 | 7.3 | 0.7 | 22.1 | -12.3 | 10.1 | 2.6 | 8.1 | -16.2 | 12.3
Cc1cc(C)n2nc(SCCC(=O)NCCc3ccccc3)nc2n1 | . | 2.0 | -0.6 | 2.9 | -13.8 | 5.2 | -0.4 | -12.1 | -6.0 | 13.8
C/C(=N/O)c1c(O)c(C)c(-c2ccccc2)n(-c2ccccc2)c1=O | 0.0 | 3.5 | 0.4 | 37.7 | -16.0 | -1.1 | -3.4 | -12.9 | -5.5 | 16.0
N#Cc1cc2c(nc1SCC(=O)Nc1sc3c(c1C#N)CCC3)CCCCC2 | . | -1.1 | 0.7 | 0.4 | 59.3 | 47.0 | -3.9 | -9.5 | 0.3 | -59.3
COc1ccc(NC(=O)COC(=O)COc2cccc(Br)c2)cc1OC | 0.4 | 0.2 | 2.1 | 5.6 | -5.2 | -10.4 | -3.3 | -19.0 | -3.6 | 5.2
CCS(=O)(=O)c1ccc(O)c(NC(=O)c2cc(OC)c(OC)c(OC)c2)c1 | . | 0.9 | -0.5 | 5.1 | -11.6 | -9.1 | 2.7 | -17.1 | 4.2 | 11.6
CC(C)OC(=O)Nc1ccc2c(c1)N(C(=O)N1CCN(C)CC1)c1ccccc1CC2 | 29.1 | -9.3 | 2.2 | 0.7 | -18.6 | . | 1.2 | -13.6 | -4.2 | 18.6
CCOC(=O)c1nnn(-c2nonc2N)c1CN1CCCCCC1 | . | -0.6 | -0.3 | 2.9 | -4.8 | -5.3 | -5.3 | 2.2 | -8.3 | 4.8
COc1cccc(NC(=O)COc2cc(C)cc3oc(=O)cc(C)c23)c1 | -1.9 | 0.5 | -1.1 | -3.6 | ? | 0.6 | 0.9 | -2.7 | 6.5 | -71.1
CCCCCCn1c(NCC)nc2c1c(=O)[nH]c(=O)n2C | . | 4.2 | 1.5 | -5.2 | -8.4 | -5.3 | -0.1 | -5.3 | -8.6 | 8.4
COc1ccc(S(=O)(=O)N(CCC#N)Cc2ccco2)cc1OC | 1.9 | -0.1 | 0.4 | -4.0 | 2.2 | 5.2 | 3.9 | -15.2 | -5.8 | -2.2
CCc1cc(-c2n[nH]c(C)c2-c2nc(C)cs2)c(O)cc1OC | -0.6 | -0.9 | -0.8 | . | -4.0 | -14.9 | 4.5 | -3.6 | -8.9 | 4.0
CN(C)/C=C(\C#N)C(=O)N/N=C/c1ccccc1 | 22.4 | 0.4 | -12.9 | -8.2 | -18.8 | 19.3 | -3.2 | -9.4 | 4.5 | 18.8
CCc1ccc(-c2cc3c(=O)n(CC(=O)N4CCCC4)nc(C)n3n2)cc1 | -0.4 | 1.8 | 1.3 | 4.0 | -0.9 | -2.2 | -1.3 | -5.8 | -13.5 | 0.9
CCC(=O)Nc1ccc(C(=O)CN2C(=O)NC3(CCCCCC3)C2=O)cc1 | 0.6 | -1.7 | -0.6 | 2.9 | 7.3 | -0.2 | -2.3 | -0.4 | -19.1 | -7.3
CC(=O)Oc1ccc(-c2cccc(C(=O)NCC(=O)O)c2)cc1 | . | 7.0 | -3.5 | -10.1 | -3.7 | . | -1.3 | 1.8 | 7.6 | 3.7
COc1ccc(OCC(=O)OCCN2C(=O)c3ccccc3C2=O)cc1 | . | -0.5 | -2.0 | 5.2 | -1.9 | . | -1.4 | -9.4 | -5.5 | 1.9
COc1ccc(NC(=O)Nc2ccc(CC(=O)O)cc2)cc1 | . | 1.6 | -2.8 | 5.2 | -30.8 | 8.9 | -4.4 | -6.0 | 1.2 | 30.8
COc1ccc(C=O)cc1COc1ccc2c(c1)OCO2 | -7.3 | -7.4 | -1.0 | -11.8 | 7.3 | -13.2 | -3.9 | -4.9 | -6.3 | -7.3
COCCCN1C(=O)C(O)=C(C(=O)c2ccco2)C1c1ccc(Br)cc1 (stereo not drawn) | . | 8.4 | 0.7 | 8.2 | -15.9 | 0.1 | 2.0 | 4.0 | -1.1 | 15.9
O=C1CC(=O)CC(c2ccccc2Cl)C1 | -14.3 | -4.1 | 0.8 | 7.3 | -1.9 | -6.2 | 2.1 | 0.8 | 0.8 | 1.9
CCN(CC(=O)NCc1cccs1)C(=O)c1cc(Br)ccc1O | -2.3 | -3.7 | -0.7 | 2.1 | -11.5 | -6.7 | -2.1 | -18.2 | -4.8 | 11.5
CCCC1(C(=O)O)NC(c2ccc(OC)cc2O)C2C(=O)N(c3ccc(OC)cc3)C(=O)C21 (stereo not drawn) | -2.8 | 0.8 | -1.5 | 4.6 | 2.0 | 1.8 | 0.3 | -11.4 | -1.9 | -2.0
COc1ccccc1-n1c(=S)sc2c(=O)n(Cc3ccco3)c(SC)nc21 | . | 10.2* | 0.5 | 3.7 | -1.2 | -6.8 | -2.0 | 11.1 | -12.0 | 1.2
CCC(=O)N1CCCn2c1nc1ccccc12 | . | -3.0 | -0.8 | 4.4 | 11.1 | 8.4 | -3.1 | 8.8 | 9.3 | -11.1
COc1ccc(-c2nn(-c3ccccc3)cc2C(=O)n2nnc3ccccc32)cc1 | . | -0.9 | -1.5 | 2.6 | -21.0 | -0.2 | 0.8 | 1.0 | 5.3 | 21.0
COc1cccc(C(Nc2ccccn2)c2oc(CO)cc(=O)c2O)c1 (stereo not drawn) | -0.5 | 1.2 | -0.4 | 6.2 | . | -10.9 | 1.8 | -9.0 | -4.3 | .
COc1ccccc1C(=O)NCCn1cc(SCC(=O)Nc2nnc(C)s2)c2ccccc21 | . | -1.6 | -2.3 | 4.2 | 44.2 | -2.3 | 1.1 | -7.6 | -9.1 | -44.2
COc1ccc(CCNC(=O)COC(=O)/C=C/c2cccc(F)c2)cc1 | 0.7 | 2.4 | 0.4 | -6.5 | -28.3 | -8.3 | -0.7 | -22.6 | -0.9 | 28.3
Cc1c(C)c2ccc(OC(C)C(=O)N[C@@H](Cc3c[nH]c4ccccc34)C(=O)O)c(C)c2oc1=O (stereo partly drawn) | -2.6 | 4.0 | 1.5 | 6.3 | 7.5 | -12.7 | 11.4 | 5.8 | -6.0 | -7.5
O=C(CCNC(=O)c1ccc(Br)cc1)Nc1ccc(S(=O)(=O)N2CCOCC2)cc1 | 35.9* | 4.4 | 0.3 | -8.7 | -0.3 | 2.9 | 1.3 | -15.8 | 0.0 | 0.3
O=C(c1cc(Cl)ccc1Cl)N1CCOCC1 | -1.7 | -0.9 | 0.1 | 3.5 | . | -15.6 | 3.3 | -4.9 | -2.5 | .
CN(C)c1cccc(C(=O)NNC(=S)NC2CCCC2)c1 | 6.9 | -2.4 | 2.6 | 3.6 | 0.8 | -7.8 | 2.5 | -11.1 | -1.2 | -0.8
CC(=O)c1cc2c(cc1NC(=O)CN1CCN(c3cccc(C(F)(F)F)c3)CC1)OCO2 | . | 1.1 | 0.9 | -4.8 | 1.6 | 1.2 | 0.1 | -12.0 | -3.7 | -1.6
Cc1ccnn1CCC(=O)O | 1.1 | 0.6 | -0.1 | 1.7 | -20.2 | 15.3 | 7.8 | -10.1 | -4.2 | 20.2
OCCN1CNC(=S)NC1 | 0.6 | 1.9 | -1.2 | -6.1 | 1.3 | -13.4 | 2.0 | -8.8 | 0.7 | -1.3
CCCCOc1cccc(OCC(=O)Nc2nc3ccccc3[nH]2)c1 | -4.6 | 2.2 | -6.8 | -2.9 | -23.7 | 10.0 | -2.3 | -12.7 | 1.5 | 23.7
Cc1cccc(C)c1OCC(=O)Nc1ccc(N2CCOCC2)cc1 | -1.9 | -0.2 | -0.4 | -13.6 | 13.4 | -1.2 | -0.4 | -9.2 | -6.8 | -13.4

Compound activity deposited in PubChem by several laboratories.

Outcome played no part in choosing rows; overall some 4.4% were active at least once.
